hDAT+cocaine = modulates human dopamine transporter uptake under cocaine; LLC-PK1 hDAT cells, [14C]-dopamine uptake with cocaine IC80; actives deviate in either direction; B-score at 10 µM; 1.3% of 110,000 active; AID 449768;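 active = Z score or B-score, a plate-position-corrected score, falls beyond the plate's 99.7% confidence bounds, in either direction; inactive = both scores lie inside the 99.7% bounds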;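 note: scored against the spread of the other compound wells on the same plate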
CYP2C19 activ = cytochrome P450 2C19 (human) activation | recombinant CYP2C19, luciferin-H EGE luminescence; hits give high values; 0 = fully inhibited enzyme, 1 = untreated enzyme | 96,000 tested, under 10 active | activation factor at 5 µM | P33261 | AID 1025;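 active = activation factor of at least 2 at 5 µM in the primary screen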;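 note: 0 = wells with 2.5 mM tranylcypromine and 1 = vehicle-only wells; values of inactives mirror those of a sister screen read the other way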
Target sequence (P33261 whole entry, looked up): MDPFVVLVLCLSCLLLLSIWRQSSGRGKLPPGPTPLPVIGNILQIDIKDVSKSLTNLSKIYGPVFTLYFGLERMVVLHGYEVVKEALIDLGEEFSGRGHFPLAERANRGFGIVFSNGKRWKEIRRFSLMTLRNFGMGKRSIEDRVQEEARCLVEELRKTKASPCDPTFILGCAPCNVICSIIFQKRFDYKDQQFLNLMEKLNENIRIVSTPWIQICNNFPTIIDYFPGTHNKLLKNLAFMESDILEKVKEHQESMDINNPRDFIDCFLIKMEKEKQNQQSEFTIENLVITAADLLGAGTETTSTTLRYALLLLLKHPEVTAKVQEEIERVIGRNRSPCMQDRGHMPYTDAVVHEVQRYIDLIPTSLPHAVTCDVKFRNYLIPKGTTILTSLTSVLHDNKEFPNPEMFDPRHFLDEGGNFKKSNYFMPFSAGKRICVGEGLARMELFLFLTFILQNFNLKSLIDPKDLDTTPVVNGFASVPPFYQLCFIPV
PostGolgi yeast = growth inhibition of a yeast mutant, post-Golgi transport screen; 0.9% of 98,000 active; post-Golgi transport phenotypic cell assay; inhibition, % at 10 µM;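 note: yeast cells grown in 1536-well plates; yeast grown about 18 h at 30C before absorbance read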
CYP2C19 inhib = inhibitors of human CYP2C19 | 21% of 96,000 active | inhibition, % at 5 µM | CYP2C19 Supersomes, luciferin-H EGE luminescence, 30 min | P33261;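 active = CYP2C19 inhibition above a set limit at 5 µM in the primary screen, cut at about 50% in these data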;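 note: plate controls were negative control wells for no effect and 2.5 mM tranylcypromine positive control for full effect; values of inactives mirror those of a sister screen read the other way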
sEH inhibitor = blocks human soluble epoxide hydrolase activity. recombinant human sEH enzymatic activity assay. inhibition, % at 2 µM. 0.34% of 91,000 active; in the data active = inhibition above about 80%; note: values of inactives mirror those of a sister screen read the other way; many of its hits are not listed in these tables
Target sequence (P34913 whole entry, looked up): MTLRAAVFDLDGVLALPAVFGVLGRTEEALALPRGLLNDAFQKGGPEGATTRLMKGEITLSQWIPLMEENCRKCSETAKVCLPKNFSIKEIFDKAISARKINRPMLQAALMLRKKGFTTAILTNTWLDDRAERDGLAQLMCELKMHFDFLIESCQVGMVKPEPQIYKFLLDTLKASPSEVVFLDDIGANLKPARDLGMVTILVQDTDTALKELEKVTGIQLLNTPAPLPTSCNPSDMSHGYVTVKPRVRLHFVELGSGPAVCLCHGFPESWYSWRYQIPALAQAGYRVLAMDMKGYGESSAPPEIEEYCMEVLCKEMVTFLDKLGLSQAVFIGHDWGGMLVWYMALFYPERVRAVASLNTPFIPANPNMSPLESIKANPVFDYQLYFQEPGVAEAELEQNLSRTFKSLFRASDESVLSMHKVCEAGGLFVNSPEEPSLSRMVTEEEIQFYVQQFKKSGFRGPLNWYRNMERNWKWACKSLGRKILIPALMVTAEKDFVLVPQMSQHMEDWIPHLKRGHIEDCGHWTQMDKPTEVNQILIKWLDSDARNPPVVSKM
S1P2 agonist = S1P2 (human) receptor agonism; O95136; S1P2-expressing cell line, agonist reporter read-out; activation, % at 4.5 µM; 0.46% of 97,000 active; in the data active = activation above about 16%;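 note: 0% = vehicle low control and 100% = maximal reference agonist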
PostGolgi ctrl = yeast control strain growth, post-Golgi counter-screen. efflux-deficient yeast background strain, growth absorbance A615, 16 h. inhibition, % at 10 µM. AID 738. 5% of 98,000 active
sEH act = increases human soluble epoxide hydrolase activity | P34913 | purified human sEH enzymatic activity, activator screen | activation, % at 2 µM | 0.04% of 91,000 active | AID 717; in the data active = activation above about 37%; note: values of inactives mirror those of a sister screen read the other way
S1P2 antag = S1P2 (human) receptor antagonism; 0.21% of 97,000 active; inhibition, % at 5 µM; cell-based S1P2 antagonist assay, inhibition at 5 uM; O95136; in the data active = inhibition above about 45%;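 note: CRE beta-lactamase reporter cells expressing human S1P2 stimulated with S1P; 0% = agonist at EC80 alone and 100% = agonist plus reference antagonist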
The depositor's hits bear a star; . = not tested or not shown. Cut-off read from the data, not from the text of the source, unless noted: active = inhibition above about 30%; inactive = the rest.

Structure	hDAT+cocaine	CYP2C19 activ	PostGolgi yeast	CYP2C19 inhib	sEH inhibitor	S1P2 agonist	PostGolgi ctrl	sEH act	S1P2 antag
CCOC(=O)C1CCN(Cc2ccc(C(=O)OC)cc2)CC1	-0.85	0.9	3	7	-8	-6	8	11	-7
Cc1ccccc1C(=O)Nc1cccc(NC(=S)NC(=O)c2cccs2)c1	-0.86	0.8	-4	16	3	-4	1	0	10
COc1ccc(CCn2nnnc2C(c2ccc(Cl)cc2)N2CCN(C)CC2)cc1OC (centres undefined)	-1.3	1	12	1	-6	-5	10	6	14
Cc1cc(C)n2nc(C(=O)Nc3cccnc3)nc2n1	0.31	1.1	3	-5	18	-2	-6	-14	-6
Cc1ccc(OCCNC(=O)Cn2cnc3c(=O)n(C)c(=O)n(C)c32)cc1C	2	.	.	.	8	0	.	-6	-14
O=C1C=C(NCc2ccc(Cl)cc2Cl)C2(CCCCC2)O1	-1.5	0.5	-5	49	6	-4	19	-6	-27
CCOC(=O)c1c(-c2ccccc2)csc1NC(=S)NC(=O)c1ccccc1	-0.21	1.1	24	-9	-1	-6	15	2	11
CN1C(=O)C(O)(CC(=O)c2ccncc2)c2ccccc21 (centres undefined)	-1	0.9	-6	14	4	-8	9	-1	-9
Cc1cc(C)c2oc(=O)cc(CN3CCOCC3)c2c1	-0.27	.	.	.	0	-2	.	0	-13
O=C1CCCN1CCCNc1ccc(S(=O)(=O)N2CCCCC2)cn1	-0.23	1.2	-5	-16	8	-4	16	-10	14
Clc1ccccc1OCCCCn1ccnc1	0.036	0	-3	100*	6	-7	-1	-8	1
C=CCn1c(SCC(=O)c2cccs2)nc2sc(CC)cc2c1=O	0.36	1	1	-2	0	-3	-2	-1	20

(listing goes on)
Structure	hDAT+cocaine	CYP2C19 activ	PostGolgi yeast	CYP2C19 inhib	sEH inhibitor	S1P2 agonist	PostGolgi ctrl	sEH act	S1P2 antag
C=CCOC(=O)C1=C(C)Nc2nc3ccccc3n2C1c1ccncc1 (centres undefined)	1.3	0.4	-3	62*	.	-2	-6	.	5
O=C(Nc1ccccc1Sc1ccccc1)c1ccccc1	0.5	0.1	-1	86*	10	2	29	-8	-30
C=CCN(CC=C)CC(=O)Nc1ccc(S(N)(=O)=O)cc1	1.2	.	.	.	10	-6	.	-5	9
O=C(CNC(=O)c1ccc(Cl)cc1Cl)NCCCn1ccnc1	-0.82	0.3	0	69*	0	-5	-3	2	-5
COc1c(F)c(F)c(C(=O)Nc2ccccc2N2CCN(C(=O)C(C)C)CC2)c(F)c1F	0.042	0.4	7	61*	8	-3	-5	-8	0
Cc1cc(NC(=O)CSc2nc(-c3ccc(Cl)cc3)cs2)no1	-0.27	.	.	.	-10	-3	.	10	-18
O=C(NCCCN1CCOCC1)c1cc2cc(Cl)cc(Cl)c2oc1=O	.	.	.	.	-1	-4	.	-1	-4
CC(CCc1ccccc1)NC(=O)CN1CCN(Cc2ccccc2)C1=O (centres undefined)	-0.017	0.9	0	8	4	-7	33*	-5	18
Cc1cc2c(N)cccc2nn1	-0.023	0.9	-3	6	.	.	2	.	.
CCOC(=O)CNC(=O)CSc1ncnc2c1cnn2-c1ccc(OC)cc1	0.19	0.9	4	13	6	-5	7	-7	2
COc1cccc(/C=C/c2ccncc2)c1OC	.	0	-5	99*	-4	-2	5	3	-39
O=C(CCCSc1nnnn1-c1ccccc1)c1ccc(F)cc1	-0.084	0.4	15	59*	-4	-3	5	7	9

Additional records follow:
Structure	hDAT+cocaine	CYP2C19 activ	PostGolgi yeast	CYP2C19 inhib	sEH inhibitor	S1P2 agonist	PostGolgi ctrl	sEH act	S1P2 antag
CCC(c1nnnn1Cc1ccc(F)cc1)N1CCN(C2CCCCC2)CC1 (centres undefined)	-0.23	0.9	3	8	-6	-2	1	7	15
CCC(C)N(C(=O)COC(=O)Cc1n[nH]c(=O)c2ccccc12)C1CCS(=O)(=O)C1 (centres undefined)	0.45	1	1	-3	3	-4	9	-2	2
Cc1occc1-c1nnc(SCC(=O)Nc2ccccc2)n1C(C)c1ccccc1 (centres undefined)	1.7	0.1	1	89*	.	.	24	.	.
COC(=O)C1=CNC=C(C(=O)OC)C1c1ccc(C(=O)OC)cc1	-0.47	0	4	99*	.	.	11	.	.
Cc1ccc(OCC(=O)OCC(=O)c2c(N)n(C)c(=O)n(C)c2=O)cc1C	0.46	0.4	-7	60*	4	-4	7	-5	2
CC(/C=N\NC(=O)c1cccnc1)c1ccccc1 (centres undefined)	-0.14	.	.	.	62	2	.	-61	8
CCC1CCCCN1C(=O)c1c[nH]c2ccc(S(=O)(=O)N(C)c3ccc(Cl)cc3)cc2c1=O (centres undefined)	0.26	0.3	17	74*	4	-5	5	-4	-7
CCC(C)[C@H](NC(=O)Nc1ccc2c(c1)OCCO2)C(=O)O (some centres undefined)	-1.3	1.1	6	-10	-8	0	11	5	13
O=c1c2ccccc2nc2n1CCS2	-0.97	1	4	-1	.	.	6	.	.
COc1ccc(-n2ccsc2=S)cc1	-1.1	0.8	3	18	-5	-1	-9	3	-23
COc1cc(NC(=O)C2CCCN2C(=O)OCc2ccccc2)cc(OC)c1 (centres undefined)	0.079	0.7	1	32	.	.	6	.	.
CCOC(=O)N1CCN(S(=O)(=O)c2cccc3nonc23)CC1	0.33	0.2	19	82*	.	.	6	.	.

Results in CYP2C19 inhib, CYP2C19 activ and sEH act, for two of the compounds above:
canonical_smiles	CYP2C19 inhib	CYP2C19 activ	sEH act
CCOC(=O)N1CCN(S(=O)(=O)c2cccc3nonc23)CC1	82*	0.2	.
CCC(C)N(C(=O)COC(=O)Cc1n[nH]c(=O)c2ccccc12)C1CCS(=O)(=O)C1 (centres undefined)	-3	1	-2

The results go on.
Structure	hDAT+cocaine	CYP2C19 activ	PostGolgi yeast	CYP2C19 inhib	sEH inhibitor	S1P2 agonist	PostGolgi ctrl	sEH act	S1P2 antag
O=C(COC(=O)c1cnccn1)Nc1ccc(Cl)cc1	-0.73	.	-3	.	-9	-4	3	8	-4
Cc1cc2cc3c(cc2nc1SCC(=O)Nc1ccccc1)CCC3	-0.63	0.9	3	13	4	-6	17	-7	12
CCn1c(-c2cc3ccccc3cc2O)n[nH]c1=S	0.5	0.5	1	52*	6	-3	20	-7	15
Cc1ccccc1C(NC(N)=O)c1ccccc1 (centres undefined)	-0.62	0.1	-1	95*	-9	-3	9	11	-20
Cc1ccc(-n2c(SCC(=O)Nc3nccs3)nc3c(c2=O)SCC3)cc1	.	1.2	0	-17	.	.	12	.	.
Cc1ccccc1NS(=O)(=O)c1ccc(F)cc1	-0.15	0	2	96*	-3	-2	2	5	-1
COc1cc(C(=O)NCCc2cn3ccccc3n2)cc(OC)c1OC	0.47	0.9	-3	7	4	2	7	-5	-36
CCOC(=O)N1CCC(NC(=O)C2CCCN(S(C)(=O)=O)C2)CC1 (centres undefined)	-0.63	1	3	-3	10	-3	36*	-7	20
Clc1ccc(C(c2ccccc2)N2CCNCC2)cc1 (centres undefined)	-0.31	1	4	-1	13	-6	13	-14	8
O=C(CCC(=O)CCN1CCCCC1)CCN1CCCCC1	-0.54	1.1	-7	-11	.	.	-2	.	.
CCCCC(=O)Nc1ccc(NC(=O)CC)cc1OC	-0.73	0.9	-4	10	2	0	5	-4	2
CCn1c2ccccc2c2cc(NC(=O)CCCN3C(=O)CCC3=O)ccc21	1	0.5	5	49	16	-3	-8	-12	4

Continuation:
Structure	hDAT+cocaine	CYP2C19 activ	PostGolgi yeast	CYP2C19 inhib	sEH inhibitor	S1P2 agonist	PostGolgi ctrl	sEH act	S1P2 antag
Cc1cc(NC(=O)CCN2C(=O)C3C4C=CC(C4)C3C2=O)c2ccccc2n1 (centres undefined)	-0.94	1	-3	-2	.	-6	-3	.	17
COC(=O)c1ccc(OCC(=O)Nc2nn(-c3ccccc3)nc2C(N)=O)cc1	0.0025	1.1	5	-7	.	.	0	.	.
c1ccc(-c2nc(-c3ccccn3)no2)cc1	0.65	.	.	.	5	-3	.	0	9
CC(C)(C)c1cccc(/C=N/O)c1O	0.34	1	7	4	.	3	0	.	-6
COc1ccc(N2CCN(C(=O)c3ccc(NS(=O)(=O)c4ccc(F)c(F)c4)cc3)CC2)cc1	-1.1	0.8	-4	24	2	-2	9	-3	-14
Cn1c(=O)[nH]c(=O)c2c1nc(N1CCCCC1)n2CC(O)CN1CCCCC1 (centres undefined)	-0.14	1	19	0	-1	-1	-4	0	-17
CCN(CC)S(=O)(=O)c1ccc(Oc2ccc(S(=O)(=O)N(CC)CC)cc2)cc1	-1.4	0.3	-6	67*	-7	-4	-5	8	72*
O=C(c1ccc(CNS(=O)(=O)c2ccccc2)cc1)N1CCN(c2ccccn2)CC1	.	.	9	.	7	-1	-6	-5	13
O=C(Nc1ccc(OC(F)(F)C(F)F)c(NC(=O)c2ccc(F)cc2)c1)c1ccc(F)cc1	-1.1	.	.	.	7	-4	.	-9	-11
O=C(Nc1cc(C(F)(F)F)ccc1N1CCCCC1)c1ccc(Br)o1	-0.031	0.8	-16	17	8	-2	19	-5	-5
O=S(=O)(N/N=C1/CCCc2ccccc21)c1ccc(Br)cc1	-0.15	.	.	.	8	-3	.	-3	13
Oc1ccc(-c2onc(C(F)(F)F)c2-c2cscn2)c(O)c1	.	0.2	0	76*	-1	-3	7	0	9

The list continues.
Structure	hDAT+cocaine	CYP2C19 activ	PostGolgi yeast	CYP2C19 inhib	sEH inhibitor	S1P2 agonist	PostGolgi ctrl	sEH act	S1P2 antag
Clc1ccc2c(c1)c1cc(Cl)ccc1n2CN1CCOCC1	-0.059	.	.	.	7	-3	.	-8	19
COc1ccc2c(c1OC)C(=O)N1c3ccccc3COC21 (centres undefined)	-0.13	0.9	0	8	-3	-7	10	2	3
COc1cc(S(=O)(=O)N(Cc2ccc(C)cc2)Cc2ccco2)ccc1-n1cnnn1	0.03	0.4	6	64*	-7	-4	8	1	-6
O=C(Nc1nccs1)c1ccc(S(=O)(=O)NCC2CCCCC2)cc1	.	0.9	18	8	17	-3	41*	-17	21
C=C1c2ccc(C)cc2NC(=O)N1c1ccccc1	0.47	0.7	-2	29	-17	-2	-7	16	-30
CC1CCCN(Cc2cccc(Oc3ccccc3)c2)C1 (centres undefined)	-0.3	0.3	2	67*	-5	0	9	5	12
Cc1c(C(=O)O)sc2ncnc(N3CCCCC3C)c12 (centres undefined)	0.32	1	11	-4	3	-6	-1	3	-12
Cc1ccc(NC(=O)CSc2nnc(-c3ccccc3Br)o2)cc1C	-0.33	0.5	0	51*	12	0	15	-13	-4
COC(=O)CSc1nnc(CNC(=O)c2cccs2)n1-c1cc(OC)ccc1OC	-0.28	1.1	4	-6	-2	-9	18	-1	2
O/N=C1/CCc2cccc3cccc1c23	0.21	1	-1	1	5	-6	11	-4	16
C=CCOC(=O)CCCC(=O)NC1CCCCC1	0.56	0.8	0	18	5	-7	3	-5	-2
c1ccc(C2=NC(c3ccccc3)N=C(c3ccccc3)N2)cc1	0.39	.	.	.	-9	-2	.	12	-16

Remaining list, next part
Structure	hDAT+cocaine	CYP2C19 activ	PostGolgi yeast	CYP2C19 inhib	sEH inhibitor	S1P2 agonist	PostGolgi ctrl	sEH act	S1P2 antag
Cc1ccc(OCC(=O)c2cc(C)c(C)cc2C)c([N+](=O)[O-])n1	-0.074	1	-6	4	-2	-4	-2	-3	-6
CN1CCN(C(=O)c2cccc(S(=O)(=O)N3CCCCC3)c2)CC1	0.24	1	7	-3	-11	0	11	14	-15
Cc1cccn2c(=O)c(C=Nc3ccc(Cl)cc3)c(NCCO)nc12	-0.036	.	2	.	8	-2	-4	-3	-4
CCCCCOC(=O)C1=C(C)Nc2ncnn2C1c1cccs1 (centres undefined)	-0.033	0.2	0	78*	5	-2	18	-7	0
CCCCNc1cc(NC(C)=O)cc2cc(OC)c(OC)cc12	-1.6	0.7	11	29	.	-6	7	.	15
O=C(CSc1nnc(COc2ccccc2)o1)NCCc1ccccc1	0.056	0.7	-6	35	-5	-4	0	4	-22
COc1ccc(Cn2nnnc2C(c2cc3cc(C)cc(C)c3[nH]c2=O)N2CCOCC2)cc1 (centres undefined)	-0.098	0.8	5	19	-2	-7	-5	5	-6
Nc1nonc1-c1nc2ccccc2n1CC(=O)N/N=C\c1ccc(-c2ccc(Cl)cc2)o1	0.14	1.1	5	-10	9	-4	7	-11	24
Nc1nc(-c2ccccc2)cn1N	0.88	1.1	-3	-9	-10	-1	2	11	5

Assay outcomes: PubChem, several laboratories
